Screening results: PubChem, National Center for Advancing Translational Sciences (NCATS)
HepG2 tox: counter-screen for TGF-b inhibitors: cytotoxicity in HepG2 cells. HepG2 CAGA-GFP viability, ATP luminescence, 18 h. Potency, µM (doses to about 46.1 µM), for the others: at the top dose activity change, negative = cytotoxicity, usual class: cytotoxic. 0.76% of 410,000 active. AID 588856; note: potency is the fitted concentration of half-maximal effect; some results filed as inactive show a strong effect at the top dose
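HepG2 CAGA-GFP cells (1000/well, DMEM with 1% FBS) received compound, then TGF-beta at 500 pg/mL final, and were incubated 18 hours at 37 degrees C. Viability was read by CellTiter-Glo luminescence. Media-only wells were set as complete cell-killing and DMSO as no toxicity.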
Nrf2 inh: inhibitors of Nrf2 signaling. A549 ARE-Fluc reporter, luciferase luminescence, 18-24 h. Potency, µM (titrated, usually from 46 µM), for the others: top-dose activity change, negative = inhibition, most hits filed as inhibitors. 2.1% of 360,000 active. AID 504444; note: potency is the fitted concentration of half-maximal effect; % is set by controls: 0 for no effect and ±100 for the full control effect; nearly all actives have a fitted effect of over 60% in size
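A549 ARE_Fluc cells, 5000/well, 5% FBS OPTI-MEM; compounds in dose-response, 18-24 h at 37 °C/5% CO2; CellTiter-Fluor viability read (Ex 405/Em 525), then BugLite luciferase luminescence = Nrf2 activity.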
TGFb inhibitor: blocks TGF-b signaling; HepG2 CAGA-GFP TGF-b/SMAD3 reporter, GFP fluorescence, 18 h; TGF-beta stimulated, 500 pg/mL final; Potency, µM (titrated, usually from 46.1 µM), inactives show at the top dose activity, negative = inhibition, actives largely listed as inhibitors; AID 588855; 1.2% of 410,000 active; note: potency is the fitted concentration of half-maximal effect; % is set by controls: 0 for no effect and ±100 for the full control effect; nearly all actives have a fitted effect of over 65% in size
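GFP signal (ex488/em500-530) from TGF-beta-stimulated HEPG2 CAGA-GFP cells, 500 pg/mL final, 18 h at 37 degrees C in DMEM plus 1% FBS, normalized to unstimulated and DMSO-stimulated controls.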
ATXN viability: cell viability loss in ATXN counter-screen; S2 cells (HEK-293 line with an ATXN2-luciferase reporter) viability, CellTiter-Fluor protease fluorescence, 24 h; Potency, µM (doses to about 56.7 µM), actives largely listed as cytotoxic; 0.49% of 400,000 active; AID 651635; note: potency is the fitted concentration of half-maximal effect; nearly all actives have a fitted effect of over 40% in size
A549 viability: A549 cytotoxicity, counter-screen for Nrf2 inhibitors | A549 ARE-Fluc cells, CellTiter-Fluor viability, 18-24 h | Potency, µM (top dose mostly 46 µM), for inactives: at the highest dose activity change, negative = cytotoxicity, most hits filed as inhibitors | 0.16% of 390,000 active | AID 504648; note: potency is the fitted concentration of half-maximal effect; % is set by controls: 0 for no effect and ±100 for the full control effect
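Cytotoxicity counterscreen: CellTiter-Fluor fluorescence was measured in A549 ARE_Fluc cells after 18-24 h of compound exposure in a concentration series. The subsequent BugLite luminescent read reports ARE-luciferase activity.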
MmCpn inh: M. maripaludis TRiC chaperonin inhibition; purified Mm-Cpn ATPase, ADP Transcreener TR-FRET; Potency, µM (top dose mostly 76.9 µM), without a hit: top-dose activity, negative = inhibition, hits mostly inhibitors; 0.031% of 330,000 active; AID 504842; note: potency is the fitted concentration of half-maximal effect; % is set by controls: 0 for no effect and ±100 for the full control effect; nearly all actives have a fitted effect of over 80% in size
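ATPase turnover read by TR-FRET ADP competition (Eu cryptate antibody/ADP-d2, 665/590 nm): 10uM ATP final, 25nM Mm-CPN final, 30 min 37degC after 10-min compound preincubation, pH 7.4 Tris/KCl/MgCl2/DTT buffer.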
Nrf2 ARE act: activates Nrf2 signaling; AREc32 ARE-luciferase reporter (MCF7-derived line), luminescence, 24 h; Potency, µM (top dose mostly 46.1 µM), for the others: top-dose activation, hits mostly activators; 0.31% of 410,000 active; note: potency is the fitted concentration of half-maximal effect; % of control where 0% means no effect; nearly all actives have a fitted effect of over 65% in size
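Reporter line AREc32 (ARE-Fluc), seeded overnight in OPTI-MEM with 5% FBS; compound pin-transferred, 24 hr at 37 deg C, 5% CO2; luminescent read-out.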
CCT modulator: cytosolic chaperonin activity modulation. purified chaperonin ATPase assay, HTRF ADP detection, 30 min. 0.3% of 360,000 active. activity change, % (test concentration not listed), hits read low. AID 651819; in the data active = activity change below about -30%; note: % is set by controls: 0 for no effect and ±100 for the full control effect
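We incubate TRiC, 40 or 20 nM final, with library compounds at 76 uM and 10 uM ATP for 30 min at 37 °C. ADP formed is detected with Transcreener HTRF reagents after 30 min at room temperature.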
pAkt inh: blocks phosphorylation of Akt; Neuro2A IGF-stimulated pAkt S473 HTRF, 20 min; stronger effect = lower value; activity change, % for hits at 50 µM; 0.32% of 360,000 active; in the data active = activity change below about -80%; inconclusive = mostly about -51% to -80%; note: % is set by controls: 0 for no effect and ±100 for the full control effect
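Neuro2A cells in DMEM with 0.5% FBS, overnight at 37 deg C, given compound at single 50 µM final, then IGF (6 nM final) for 20 min at 37 deg C. Lysed; phospho-Akt Ser473 by HTRF after 24 h, 665/615 ratio.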
The depositor's hits bear a star; & = joins results of further samples. Unless noted, calls come from the whole dose curve; as a rule, active = well fitted curve in the direction sought with a large enough effect; inconclusive = small, poorly fitted or top-dose-only effect, or another doubt; inactive = no such curve, though single readings can be large; an effect the other way counts as inactive or inconclusive. Random draw from the library; overall some 4.4% were active at least once.

A first look (two entries):
What do the screens show for `COc1ccc(C2Nc3ccccc3C(=O)N2c2ccc(F)cc2)cc1Cn1nnc2ccccc21` (centres undefined)?
HepG2 tox: 17%; Nrf2 inh: inconclusive; TGFb inhibitor: 11%; ATXN viability: inactive; A549 viability: -7%; MmCpn inh: 0%; Nrf2 ARE act: 1.0%; CCT modulator: 3.5; pAkt inh: inactive

Results for CC(C)CCNc1ncnc2c1nnn2Cc1ccccc1Cl ?
HepG2 tox: -5%; Nrf2 inh: -13%; TGFb inhibitor: -9%; ATXN viability: inconclusive; A549 viability: 0%; MmCpn inh: 0%; Nrf2 ARE act: 3.7%; CCT modulator: -1.6; pAkt inh: inactive

Main list, from the start:
What do the screens show for `COc1ccc(C2Nc3ccccc3C(=O)N2c2ccc(F)cc2)cc1Cn1nnc2ccccc21` (centres undefined)?
HepG2 tox: 17%; Nrf2 inh: inconclusive; TGFb inhibitor: 11%; ATXN viability: inactive; A549 viability: -7%; MmCpn inh: 0%; Nrf2 ARE act: 1.0%; CCT modulator: 3.5; pAkt inh: inactive

Results for CC(C)CCNc1ncnc2c1nnn2Cc1ccccc1Cl ?
HepG2 tox: -5%; Nrf2 inh: -13%; TGFb inhibitor: -9%; ATXN viability: inconclusive; A549 viability: 0%; MmCpn inh: 0%; Nrf2 ARE act: 3.7%; CCT modulator: -1.6; pAkt inh: inactive

Results for COc1ccc(S(=O)(=O)N2CCCOC2CNC(=O)C(=O)NCCc2ccco2)cc1C (centres undefined) ?
HepG2 tox: 0%; Nrf2 inh: -14%; TGFb inhibitor: -27%; ATXN viability: inconclusive; A549 viability: -13%; MmCpn inh: 0%; Nrf2 ARE act: 2.4%; CCT modulator: 1.7; pAkt inh: inactive

Results for COc1ccc(-n2c(C)nnc2SCc2nc(-c3ccc(OC)c(OC)c3)no2)cc1 ?
HepG2 tox: -4%; Nrf2 inh: 3%; TGFb inhibitor: inconclusive; ATXN viability: inactive; A549 viability: -2%; Nrf2 ARE act: 6.5%

What do the screens show for `COc1ccc(N/N=C(\C#N)C(=N)N2CCOCC2)cc1`?
HepG2 tox: 11%; Nrf2 inh: 20%; TGFb inhibitor: -6%; ATXN viability: inconclusive; A549 viability: inconclusive; MmCpn inh: -11%; Nrf2 ARE act: 2.8%; CCT modulator: -3.1; pAkt inh: inactive

Results for CCOC(=O)c1cc(OC(=O)c2cccc([N+](=O)[O-])c2)n(-c2ccccc2)n1 ?
HepG2 tox: 11%; Nrf2 inh: -13%; TGFb inhibitor: -7%; ATXN viability: inactive; A549 viability: 5%; MmCpn inh: 0%; Nrf2 ARE act: -1.1%; CCT modulator: -35*; pAkt inh: inactive

How did COc1ccc(CNC(=O)c2ccc(Sc3ccc(Cl)cc3)c(NC(C)=O)c2)c(OC)c1 do in these assays?
HepG2 tox: -21%; TGFb inhibitor: -6%; A549 viability: 0%; Nrf2 ARE act: -0.7%

Results for Nc1c(Cl)ncnc1NCc1ccccc1 ?
HepG2 tox: -4%; Nrf2 inh: inconclusive; TGFb inhibitor: -17%; ATXN viability: inactive; A549 viability: -14%; MmCpn inh: 0%; Nrf2 ARE act: 2.5%; CCT modulator: -1.5; pAkt inh: inactive

How did O=C(COc1ccccc1F)NNC(=O)Cn1c(=O)cnc2ccccc21 do in these assays?
HepG2 tox: -18%; Nrf2 inh: 5%; TGFb inhibitor: -6%; ATXN viability: inactive; A549 viability: -4%; MmCpn inh: 0%; Nrf2 ARE act: -0.2%; CCT modulator: 0.7; pAkt inh: inactive

How did NC1=NC[C@H](Cc2ccccc2)N1CCCCC1CCCCC1 do in these assays?
HepG2 tox: -105%; Nrf2 inh: -4%; TGFb inhibitor: inconclusive; ATXN viability: inconclusive; A549 viability: 4%; MmCpn inh: -4%; Nrf2 ARE act: -3.1%; CCT modulator: -2.6; pAkt inh: inactive

How did CC(=O)N1c2ccc(S(=O)(=O)N3CCC(C(=O)Nc4cccc(C)n4)CC3)cc2CC1C (centres undefined) do in these assays?
HepG2 tox: -46%; Nrf2 inh: 1.5µM*; TGFb inhibitor: -18%; ATXN viability: inactive; A549 viability: -15%; MmCpn inh: 2%; Nrf2 ARE act: 1.6%; CCT modulator: 1.9; pAkt inh: inactive

Results for Cc1ccc(-c2noc(CN(C3CCCCC3)S(=O)(=O)c3ccc(C)cc3)n2)cc1 ?
HepG2 tox: -19%; Nrf2 inh: -20%; TGFb inhibitor: -19%; A549 viability: 16%; Nrf2 ARE act: 0.9%

Results for O=C(CNC(=O)c1ccccc1F)N/N=C/c1cccs1 ?
HepG2 tox: -8%; Nrf2 inh: 3%; TGFb inhibitor: -12%; ATXN viability: inactive; A549 viability: 0%; MmCpn inh: 0%; Nrf2 ARE act: -0.4%; CCT modulator: 1.8; pAkt inh: inactive

How did O=C(NC(Cc1ccccc1)C(=O)O)/C(=C/c1ccc(Br)cc1)NC(=O)c1ccc(Br)o1 (centres undefined) do in these assays?
HepG2 tox: -1%; Nrf2 inh: -1%; TGFb inhibitor: -4%; ATXN viability: inactive; A549 viability: 5%; MmCpn inh: 4%; Nrf2 ARE act: -1.5%; CCT modulator: -1.2; pAkt inh: inactive

What do the screens show for `CCc1ccc(N(C(=O)CNC(=O)c2ccco2)C(C(=O)NCC2CCCO2)c2ccccc2)cc1` (centres undefined)?
HepG2 tox: 0%; Nrf2 inh: 3%; TGFb inhibitor: 1%; ATXN viability: inactive; A549 viability: -4%; MmCpn inh: 3%; Nrf2 ARE act: -0.6%; CCT modulator: 0.8; pAkt inh: inactive

What do the screens show for `Cc1ccc(-n2nc3c(=O)n(CCCC(=O)NCc4ccccc4F)nc(C)c3c2C)cc1`?
HepG2 tox: -4%&-22%; Nrf2 inh: -11%&5%; TGFb inhibitor: -27%&-21%; ATXN viability: inactive; A549 viability: 4%&-9%; MmCpn inh: -1%; Nrf2 ARE act: 0.1%&3.2%; CCT modulator: -0.5; pAkt inh: inactive

Results for N#Cc1cc([N+](=O)[O-])ccc1Oc1cccc(/C=N/NC(=O)c2cccc(Cl)c2)c1 ?
HepG2 tox: -33%; Nrf2 inh: inconclusive; TGFb inhibitor: 1%; ATXN viability: inactive; A549 viability: inconclusive; MmCpn inh: 1%; Nrf2 ARE act: 3.2%; CCT modulator: -2.0; pAkt inh: inactive

What do the screens show for `O=C(Nc1nccs1)c1ncc(Cl)c(Cl)c1Cl`?
HepG2 tox: -60%; Nrf2 inh: inconclusive; TGFb inhibitor: -19%; ATXN viability: inactive; A549 viability: 2%; MmCpn inh: 1%; Nrf2 ARE act: inconclusive; CCT modulator: 1.9; pAkt inh: inactive

Results for Oc1ccc(/C=N/Nc2nn3cnnc3c3ccccc23)cc1 ?
HepG2 tox: -42%; Nrf2 inh: 0%; TGFb inhibitor: 12%; ATXN viability: inactive; A549 viability: -1%; MmCpn inh: -2%; Nrf2 ARE act: 3.9%; CCT modulator: -1.4; pAkt inh: inactive

How did OCC[C@H]1C[C@H](O)[C@@H](O)[C@]2(CCc3ccccc3CO2)O1 do in these assays?
HepG2 tox: 0%; Nrf2 inh: 2%; TGFb inhibitor: -10%; ATXN viability: inactive; A549 viability: 1%; MmCpn inh: -4%; Nrf2 ARE act: -0.6%; CCT modulator: 1.5; pAkt inh: inactive

What do the screens show for `CCOc1cc(C2NN=C(c3ccccc3)S2)ccc1OCc1ccccc1Cl` (centres undefined)?
HepG2 tox: -12%; Nrf2 inh: inconclusive; TGFb inhibitor: -9%; ATXN viability: inactive; A549 viability: 4%; MmCpn inh: 0%; Nrf2 ARE act: inconclusive; CCT modulator: -0.6; pAkt inh: inactive

How did CCOC(=O)C(=Cc1c[nH]c2ccc(S(=O)(=O)N(C)C)cc12)C(=O)OCC do in these assays?
HepG2 tox: -15%; Nrf2 inh: inconclusive; TGFb inhibitor: inconclusive; ATXN viability: inconclusive; A549 viability: -18%; MmCpn inh: 0%; Nrf2 ARE act: inconclusive; CCT modulator: -0.3; pAkt inh: inactive

Results for CCCCN(C(=O)c1c(CC)noc1C)c1c(N)n(CCCC)c(=O)[nH]c1=O ?
HepG2 tox: 0%; Nrf2 inh: 1%; TGFb inhibitor: 0%; ATXN viability: inactive; A549 viability: 0%; MmCpn inh: 0%; Nrf2 ARE act: -0.5%; CCT modulator: -3.1; pAkt inh: inactive

What do the screens show for `CCCOc1cc(C)c(S(=O)(=O)N2CCN(C)CC2)cc1C`?
HepG2 tox: -1%; Nrf2 inh: -15%; TGFb inhibitor: -1%; ATXN viability: inactive; A549 viability: -7%; MmCpn inh: 1%; Nrf2 ARE act: 1.9%; CCT modulator: -3.1; pAkt inh: inactive

What do the screens show for `Cc1ccc(C2=NN(S(C)(=O)=O)C(c3ccc4nccnc4c3)C2)cc1` (centres undefined)?
HepG2 tox: -2%; Nrf2 inh: inconclusive; TGFb inhibitor: 13%; ATXN viability: inactive; A549 viability: -2%; MmCpn inh: inconclusive; Nrf2 ARE act: -0.3%; CCT modulator: -0.4; pAkt inh: inactive

How did Cc1cc(C)c(CSc2nnnn2-c2ccc(C(=O)O)cc2)c(C)c1 do in these assays?
HepG2 tox: 2%; Nrf2 inh: inconclusive; TGFb inhibitor: -2%; ATXN viability: inactive; A549 viability: -8%; MmCpn inh: 1%; Nrf2 ARE act: -0.2%; CCT modulator: 0.5; pAkt inh: inactive
